# Source: PubChem (several laboratories)
# RTF Ca sens act – increases calcium sensitivity of human cardiac regulated thin filaments | P19429+P45379 | IANBD-labeled TnC RTF fluorescence at EC20 calcium; 0% EC20 calcium, 100% full calcium | activation, % at 7.2 µM | hit rate 0.24% among 340,000 | AID 493008;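 active means activation above the mean over all tested compounds plus 3 SD, cut at about 30% in these data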;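 further: rise in fluorescence read as greater calcium sensitivity of cardiac thin filaments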
# HTR5A inv ag – HTR5A inverse agonism, opioid heterodimer counter-screen. P47898. HTR5A cell line, luminescence. inhibition, % at 9.3 µM. hit rate 0.083% among 340,000. AID 504634; in the data active means inhibition mostly above about 23%, no sharp cut-off; inactive means mostly below about 18%;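 further: 0% = cells with DMSO and 100% = no-cell wells with DMSO; some compounds called inactive have numbers as strong as hits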
# Target sequence (P47898 whole entry, looked up): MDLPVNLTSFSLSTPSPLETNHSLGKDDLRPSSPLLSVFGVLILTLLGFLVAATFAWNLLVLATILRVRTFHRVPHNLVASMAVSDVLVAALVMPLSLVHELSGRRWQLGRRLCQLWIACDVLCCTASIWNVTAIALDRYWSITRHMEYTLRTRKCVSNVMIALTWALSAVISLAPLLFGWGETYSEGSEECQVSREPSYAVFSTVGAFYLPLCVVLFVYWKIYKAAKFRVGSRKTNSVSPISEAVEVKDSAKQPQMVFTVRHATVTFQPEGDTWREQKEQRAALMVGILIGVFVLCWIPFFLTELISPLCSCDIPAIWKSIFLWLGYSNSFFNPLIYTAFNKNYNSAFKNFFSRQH
# C-LANA FP – blocks KSHV LANA C-terminal domain binding to DNA; MBP-C-LANA/FAM-LBS DNA binding, fluorescence polarization; inhibition, % at 9 µM; hit rate 0.078% among 340,000;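 active means highest replicate inhibition at or above 60% at 9 µM, even if other replicates fall short; inactive means all replicates below 60% inhibition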;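 further: 0% = neutral control wells and 100% = 4 µM acridine orange control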
# Cardiac RTF inh – cardiac RTF calcium desensitization; inhibition, % at 7.15 µM; IANBD-labeled cardiac RTF, Ca2+ fluorescence; hit rate 0.12% among 340,000;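 active means inhibition above the mean inhibition of all tested compounds plus 3 SD, cut at about 17% in these data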;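 further: assay run at fixed EC70 calcium of 1.6 mM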
# CAL-PDZ inh HTS – inhibitors of human CAL PDZ peptide binding; Q9HD26; purified CAL PDZ, TMR-peptide fluorescence polarization, 1 h; hit rate 0.92% among 300,000; inhibition, % at 24.9 µM; AID 602252;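 active means mean inhibition of at least 30% with at least half of replicates also reaching 30%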;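 further: 0% = DMSO neutral control and 100% = excess unlabeled competitor peptide PRC23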
# V-ATPase pH – regulators of yeast V-ATPase proton transport; S. cerevisiae, pHLuorin cytosolic pH fluorescence; hit rate 0.37% among 350,000; AID 504577; response, % at 10 µM; in the data active means response mostly above about 7.3%, no sharp cut-off; inactive means mostly below about 5.4%; further: actives read high; inactives centre near 0; some compounds called inactive have numbers as strong as hits; reference of the scale not given here
# Keap1-Nrf2 PPI – inhibitors of human Keap1-Nrf2 protein-protein interaction. Q14145. Keap1 Kelch-Nrf2 peptide fluorescence polarization, 1536-well. inhibition, % at 9.4 µM. hit rate 0.15% among 340,000. AID 504523; in the data active means inhibition above about 12%;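 further: human Keap1 Kelch domain with fluorescein labeled Nrf2 9mer peptide probe; 0% = neutral control wells and 100% = peptide positive control; higher means more block of Keap1 binding to Nrf2 peptide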
# Target sequence (Q14145 whole entry, looked up, the tested form may be a part): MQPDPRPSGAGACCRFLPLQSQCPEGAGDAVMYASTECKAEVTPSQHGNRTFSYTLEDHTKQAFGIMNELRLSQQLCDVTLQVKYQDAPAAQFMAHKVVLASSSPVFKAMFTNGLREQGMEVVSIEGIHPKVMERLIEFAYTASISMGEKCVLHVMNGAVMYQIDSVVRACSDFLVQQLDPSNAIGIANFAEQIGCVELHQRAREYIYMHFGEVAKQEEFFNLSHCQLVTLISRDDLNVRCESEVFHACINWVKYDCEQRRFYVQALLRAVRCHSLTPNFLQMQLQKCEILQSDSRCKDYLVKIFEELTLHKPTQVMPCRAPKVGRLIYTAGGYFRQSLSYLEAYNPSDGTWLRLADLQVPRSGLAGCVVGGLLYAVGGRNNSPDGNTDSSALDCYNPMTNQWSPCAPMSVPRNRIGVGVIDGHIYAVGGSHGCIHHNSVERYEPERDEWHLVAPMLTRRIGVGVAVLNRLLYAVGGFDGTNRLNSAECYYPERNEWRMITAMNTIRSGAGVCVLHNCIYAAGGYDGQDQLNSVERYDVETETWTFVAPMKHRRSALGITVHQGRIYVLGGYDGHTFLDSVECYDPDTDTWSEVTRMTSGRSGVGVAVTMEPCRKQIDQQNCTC
# OPRM1-OPRD1 inv – mu-delta opioid heterodimer inverse agonism. P35372+P41143. cell-based MOR-DOR heterodimer luminescence. hit rate 0.21% among 340,000. inhibition, % at 9.3 µM. AID 504357; in the data active means inhibition above about 22%, passing the limit was not always enough;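 further: 0% = cells with DMSO and 100% = wells without cells with DMSO; values of inactives mirror those of a sister screen read the other way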
# HTR5A ag – activates human HTR5A in OPRM1-OPRD1 agonist counter-screen; P47898; HTR5A agonist assay, luminescence, cell-based; activation, % at 9.3 µM; hit rate 0.61% among 340,000; AID 504692; in the data active means activation mostly above about 9.5%, no sharp cut-off; inactive means mostly below about 7.6%;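 further: 0% = cells with vehicle only and 100% = reference agonist; strong numbers were not always called active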
# OPRM1-OPRD1 ag – agonists of human mu-delta opioid receptor heterodimerization; activation, % at 9.3 µM; AID 504326; hit rate 0.3% among 340,000; cells, OPRM1-OPRD1 heterodimerization, luminescence; in the data active means activation above about 18%;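 further: 0% = vehicle-treated cells and 100% = reference agonist; values of inactives mirror those of a sister screen read the other way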
# * hit, by the source's call; · = not tested or not shown.
SMILES,RTF Ca sens act,HTR5A inv ag,C-LANA FP,Cardiac RTF inh,CAL-PDZ inh HTS,V-ATPase pH,Keap1-Nrf2 PPI,OPRM1-OPRD1 inv,HTR5A ag,OPRM1-OPRD1 ag
CC(C)(O)C#Cc1ccc(C(=O)Nc2ccc3c(c2)OCO3)s1,-3,13,1.4,7,-4,-3,-1,16,-3,-3.1
O=C(c1nnsc1S(=O)c1ccc(Cl)cc1)N1CCOCC1 (stereo not drawn),-1,15,0.8,-1,11,-1,-58,17,-6,-3.5
Cc1nn(-c2ccccc2)c(N2CCCC2)c1/C=N/NC(=S)Nc1ccccc1F,9,-5,-0.3,-8,1,-2,2,-11,2,1.9
Cc1cccc(CN2CCN(C(=O)CCc3nnc(C4CCCCC4)o3)CC2)c1,3,0,-1.1,2,-1,-2,-2,-9,-1,1.3
O=C(NCCCN1CCOCC1)c1ccc(S(=O)(=O)Nc2ccccc2)cc1,6,15,-0.9,-7,-6,-6,-7,13,-6,-2.5
CCOc1ccc(/C(O)=C2/C(=O)C(=O)N(CCN(C)C)C2c2ccccc2)cc1Cl (stereo not drawn),12,0,1.2,0,-3,3,-7,0,0,-0.1
Cc1ccc(F)cc1NC(=O)N1CCN(c2ccnc3cc(Cl)ccc23)CC1,1,-4,-1.0,-7,-2,3,-4,10,5,-1.9
N#CCNC(=O)c1cccn1-c1ncc(C(F)(F)F)cc1Cl,2,4,2.4,-1,2,-2,-1,4,-2,-0.6
CC1CC(C)CN(C(=O)CNC(=O)c2ccc3ccccc3c2)C1 (stereo not drawn),0,6,-1.0,-5,·,-2,2,4,-2,-0.7
CC(=O)N[C@H]1[C@H]([C@H](O)[C@H](O)CO)OC(C(=O)O)=C[C@@H]1O,4,-12,-0.4,-1,-3,10,-2,3,2,-0.5
Cc1onc(-c2ccccc2)c1C(=O)Nc1ncc([N+](=O)[O-])s1,-3,-13,1.3,1,-2,-3,-5,-14,5,2.5
COc1ccc(C2=NOC(C)(c3nnc(-c4ccncc4)o3)C2)cc1 (stereo not drawn),13,-21,-1.0,-12,-3,13,-3,14,-2,-2.5
Cc1cc(N2CCOCC2)ccc1/C=C1\NC(=O)N(CC(=O)Nc2ccccc2C)C1=O,-2,-20,-0.5,-7,0,0,-1,16,5,-3.0
COc1ccc(/C=C(\NC(=O)c2cccs2)C(=O)Nc2ccccc2C)cc1OC,-6,-17,1.4,-9,-3,3,0,17,1,-3.1
C/C(=N/Nc1nc(C)cc(-c2ccccc2)n1)c1ccco1,-13,8,0.4,-5,-2,-1,-4,-4,-1,0.8
O=C(OCc1ccc(F)cc1)c1ccc2c(c1)-c1ccccc1C2=O,3,9,0.4,6,-1,2,0,-9,-4,1.8
CCN(C[C@H]1N[C@@](CC)(C(=O)OC)[C@H]2C(=O)N(Cc3ccccc3)C(=O)[C@@H]12)S(=O)(=O)c1ccc(C(F)(F)F)cc1,-1,-16,1.8,-9,-2,-4,-3,9,4,-1.9
CC(NC(=O)Cn1cc(C(F)(F)F)ccc1=O)c1ccc(F)cc1 (stereo not drawn),-5,15,-0.1,12,-3,3,3,0,-6,0.0
Cc1ccc2cc(CN(CCCN3CCOCC3)C(=O)NC3CCCCC3)c(=O)[nH]c2c1C,-2,-6,-1.5,-3,-1,2,-5,-7,6,1.3
COc1ccc(CCNC(=O)C2c3ccccc3C(=O)N2CCC(C)C)cc1OC (stereo not drawn),-3,3,-0.1,-4,-7,-1,4,15,-1,-3.0

# Structures listed so far that have a CF3 group, in the order listed:
SMILES,RTF Ca sens act,HTR5A inv ag,C-LANA FP,Cardiac RTF inh,CAL-PDZ inh HTS,V-ATPase pH,Keap1-Nrf2 PPI,OPRM1-OPRD1 inv,HTR5A ag,OPRM1-OPRD1 ag
N#CCNC(=O)c1cccn1-c1ncc(C(F)(F)F)cc1Cl,2,4,2.4,-1,2,-2,-1,4,-2,-0.6
CCN(C[C@H]1N[C@@](CC)(C(=O)OC)[C@H]2C(=O)N(Cc3ccccc3)C(=O)[C@@H]12)S(=O)(=O)c1ccc(C(F)(F)F)cc1,-1,-16,1.8,-9,-2,-4,-3,9,4,-1.9
CC(NC(=O)Cn1cc(C(F)(F)F)ccc1=O)c1ccc(F)cc1 (stereo not drawn),-5,15,-0.1,12,-3,3,3,0,-6,0.0

# Going on with the list:
SMILES,RTF Ca sens act,HTR5A inv ag,C-LANA FP,Cardiac RTF inh,CAL-PDZ inh HTS,V-ATPase pH,Keap1-Nrf2 PPI,OPRM1-OPRD1 inv,HTR5A ag,OPRM1-OPRD1 ag
Cc1ccccc1C(=O)Nc1cc(S(=O)(=O)N2CCCCC2)ccc1N1CCN(C)CC1,-1,3,-1.0,1,·,0,0,8,-1,-1.4
CCOc1cccc(CNc2nnnn2C)c1,-5,1,1.9,-2,0,1,-4,14,0,-3.0
Cc1ccc(/C=N/NC(=O)CNC(=O)COc2ccccc2)cc1,4,-4,0.1,-9,-5,-3,3,7,6,-1.4
COc1ccc(N(CC(=O)NCCSC(C)(C)C)S(C)(=O)=O)c(OC)c1,1,-10,0.9,-10,0,1,3,16,1,-2.9
CSc1nsc(SCC(=O)Nc2cc(C(=O)O)ccc2C)n1,-1,13,-0.4,-3,-2,1,3,21,-4,-4.2
COC(=O)c1cc2oc(C)cc2n1CC(=O)Nc1cc(C)cc(C)c1,1,20,-1.2,-14,-4,0,-4,14,-2,-3.0
COc1ccc(N2CCN(C(=O)c3cccs3)CC2)cc1,12,3,2.4,-10,0,3,0,8,-1,-1.5
CCOc1ccc(Br)cc1S(=O)(=O)NC1CCCC1,-4,0,-0.6,-3,-4,2,2,2,2,-0.7
O=C(NNC(=S)Nc1ccccc1)c1ccncc1,3,13,-0.6,7,-1,4,-5,6,-3,-1.0
CS(=O)(=O)c1ccc2nc(NC(=O)c3cc4ccccc4o3)sc2c1,5,-15,0.8,1,3,0,-1,1,4,-0.2
Cc1cc2cc(CNC(=S)Nc3ccc(OC(F)F)cc3)ccc2n1C,2,-27,1.1,-3,·,2,-7,-2,10,0.4
CCOc1ncccc1C(=O)OCC(=O)N1c2ccccc2CC1C (stereo not drawn),-4,-9,1.0,-18,1,-1,-1,20,-1,-5.2
COc1cc(/C=C(/C#N)C(=O)Nc2ccc(C)cc2)ccc1Oc1nc(Cl)ncc1F,-3,0,-0.4,-6,-1,-1,-2,9,0,-1.4
CC(=O)c1ccc(N2CCN(C(=O)c3ccc(-c4ccccc4)cc3)CC2)cc1,-2,-7,-0.5,2,-1,-1,-1,-6,-2,1.1
Cc1cc(C)c(NC(=O)NC(=O)C(Cl)(Cl)Cl)c(C)c1,-2,-3,-0.1,6,1,-3,-13,3,1,-0.6
NC(=O)Cn1c(=O)n(-c2ccccc2)c(=O)c2oc3ccccc3c21,-2,5,-1.9,-11,-7,-1,-7,17,-3,-3.3
Cn1ccnc1SCCC#N,1,-12,-0.1,-3,-4,1,-5,9,-9,-1.6
O=C(N/N=C/C(Br)=C\c1ccccc1)c1ccc2nc[nH]c2c1,-2,-2,-1.9,-7,-11,2,-4,2,1,-0.3
CCOC(=O)C1=C(CC)Nc2ccccc2N=C1NC(=O)c1oc2ccccc2c1C,-4,-27,0.8,-10,1,-3,0,-7,3,1.5
CCC(C)NC(=O)c1ccccc1NC(=O)CN(c1ccc(OC)cc1)S(C)(=O)=O (stereo not drawn),7,-6,-2.2,-10,-2,7,-1,2,1,-0.4
COc1cc(C(=O)Nc2ccc(C(C)=O)cc2)c(Br)c(OC)c1OC,-5,-1,0.0,-20,-2,-1,-1,13,-1,-3.0
O=C(CSc1nncc(=O)[nH]1)Nc1cccc([N+](=O)[O-])c1,8,-1,1.3,0,-2,4,-2,12,0,-3.7
O=C1CSC(c2ccccc2F)N1 (stereo not drawn),2,21,2.1,4,0,0,-5,3,-8,-0.6
CC(=O)Nc1ccc(NCC(O)COc2ccccc2)cc1 (stereo not drawn),1,-13,2.4,-2,-1,-1,-6,-2,7,0.3
O=C(CN1CCN(S(=O)(=O)N2CCOCC2)CC1)Nc1ccc(Cl)c(Cl)c1,4,7,-0.4,8,-2,-1,0,-4,1,0.6
CCN1CCN(C(=O)c2ccc3c(c2)c(C)c(C)n3Cc2ccccc2)CC1,-3,-2,-0.9,-5,0,3,-2,-5,-3,1.1
CCN(CC)C(=O)CSc1nnc(-c2ccccn2)n1-c1ccc(C)c(C)c1,-2,13,0.5,-13,-10,-1,0,14,-4,-2.6
CCCCCC/C(=N/O)c1ccccn1,13,-5,0.5,-1,-3,1,-3,-15,-1,2.6
O=C(Cn1ncn2c(cc3ccccc32)c1=O)NCc1ccco1,7,-29,-0.9,-4,-2,-5,-9,-15,11,2.4
Cc1ccc(S(=O)(=O)c2cc3c(=O)n4cccc(C)c4nc3n(CCc3ccccc3)c2=N)cc1C,2,-31,0.7,-6,-5,0,-5,12,8,-2.2

# One compound at a time, as listed above.
# COc1cc(/C=C(/C#N)C(=O)Nc2ccc(C)cc2)ccc1Oc1nc(Cl)ncc1F in the list: RTF Ca sens act = -3; HTR5A inv ag = 0; C-LANA FP = -0.4; Cardiac RTF inh = -6; CAL-PDZ inh HTS = -1; V-ATPase pH = -1; Keap1-Nrf2 PPI = -2; OPRM1-OPRD1 inv = 9; HTR5A ag = 0; OPRM1-OPRD1 ag = -1.4
# O=C(CSc1nncc(=O)[nH]1)Nc1cccc([N+](=O)[O-])c1 in the list: RTF Ca sens act = 8; HTR5A inv ag = -1; C-LANA FP = 1.3; Cardiac RTF inh = 0; CAL-PDZ inh HTS = -2; V-ATPase pH = 4; Keap1-Nrf2 PPI = -2; OPRM1-OPRD1 inv = 12; HTR5A ag = 0; OPRM1-OPRD1 ag = -3.7

# The results go on.
SMILES,RTF Ca sens act,HTR5A inv ag,C-LANA FP,Cardiac RTF inh,CAL-PDZ inh HTS,V-ATPase pH,Keap1-Nrf2 PPI,OPRM1-OPRD1 inv,HTR5A ag,OPRM1-OPRD1 ag
O=C(CNC(=O)c1ccco1)NC1CCCCCC1,-2,-31,1.1,-6,0,4,0,18,-1,-3.4
COc1ccc(C(=O)NC(=S)Nc2ccc(N3CCOCC3)c(Cl)c2)cc1[N+](=O)[O-],4,-3,-1.3,-8,-3,-4,-1,-3,-1,0.5
CCC(C)n1nccc1NC(=O)C(C)Cl (stereo not drawn),-2,-6,0.8,-9,-4,2,-2,11,2,-1.7
CC1=CC(C)(C)NC(=S)N1c1cc(C)cc(C)c1,-3,-13,0.7,-10,2,3,-4,-3,0,0.6
Cc1ccc(-c2c[n+](CC(=O)Nc3ccccc3C)c3n2CCC3)cc1,2,0,1.9,1,-2,0,-4,6,1,-1.1
CC1CCCC(C)N1C(=O)CSc1nnnn1C1CCCC1 (stereo not drawn),-3,-12,-0.7,-11,5,-2,-3,10,5,-1.9

# An excerpt from above, limited to Cardiac RTF inh:
canonical_smiles,Cardiac RTF inh
CCC(C)n1nccc1NC(=O)C(C)Cl (stereo not drawn),-9
CC1=CC(C)(C)NC(=S)N1c1cc(C)cc(C)c1,-10
Cc1ccc(-c2c[n+](CC(=O)Nc3ccccc3C)c3n2CCC3)cc1,1
